# Wee1 stabilizer – blocks degradation of human Wee1 kinase; HeLa Luc-Wee1K328M stability, luciferase luminescence; 100% = proteasome inhibitor MG132 effect; 220,000 compounds, 1.2% hits; reporter increase, % at 5 µM; AID 1321;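 active = activation above the mean of all tested compounds plus 3 SD, set per screening run, cut at about 8.8% in these data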;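 also: cells exposed to compound for 20 h before luminescence read; 0% = DMSO alone and 100% = MG132 at 30 µM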
# Ba/F3 V617F tox – lowers viability of Ba/F3 cells expressing EpoR and JAK2V617F. ATP luminescence. inhibition, % at 5.6 µM. 220,000 compounds, 1.1% hits. AID 1446;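 active = inhibition above the campaign mean plus 3 SD over all tested compounds, cut at about 24% in these data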;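 also: cytokine-independent growth of Ba/F3 cells driven by EpoR plus mutant JAK2; 0% = DMSO-treated cells and 100% = JAK inhibitor I control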
# BaF3 tox – parental Ba/F3 viability inhibition as JAK2V617F counter-screen. 220,000 compounds, 1.1% hits. inhibition, % at 5.6 µM. CellTiter-Glo ATP luminescence. AID 1486;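 active = inhibition above a per-campaign cutoff, the mean inhibition of all tested compounds plus 3 SD, cut at about 27% in these data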;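 also: 0% = DMSO wells and 100% = JAK Inhibitor I control wells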
# MDM2 E3 inh – inhibitors of human Mdm2 E3 ubiquitin ligase; cell-based MDM2 ubiquitination luciferase reporter, 2 h; 0 = plate control, 100 = twice control, blank-subtracted; 210,000 compounds, 0.11% hits; Q00987; signal enhancement, % at 5 µM; AID 1230;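 active = signal enhancement of 30% or more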;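 also: luminescence tracks abundance of the self-degrading MDM2-luciferase fusion protein; higher signal means inhibition of MDM2 E3 ligase activity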
#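 Timing – 2 h compound exposure at 37 °C · Assay system – mammalian cells stably expressing self-ubiquitinating, self-degrading MDM2 E3–luciferase fusion · Amount – 2000 cells seeded into each well · Measure – % luminescence enhancement versus blank-corrected plate control mean · Measured by – SteadyLite luminescence, 15 min reagent step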
# S1P4 antagonist – antagonists of human S1P4 receptor | O95977 | S1P4-expressing cells, antagonist mode, reporter read-out | inhibition, % at 4.98 µM | 220,000 compounds, 0.26% hits; in the data active = inhibition above about 29%;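 also: 0% = wells stimulated with agonist and 100% = vehicle wells without agonist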
# NPY-Y2 PAM-ag – potentiators or agonists of human neuropeptide Y receptor Y2; 220,000 compounds, 0.45% hits; activation, % at 3.6 µM; P49146; AID 1359; cells expressing NPY-Y2, potentiator/agonist read-out; in the data active = activation above about 27%;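 also: cells stimulated with NPY near EC25 plus isoproterenol at EC100; 0% = vehicle plus submaximal agonist and 100% = vehicle plus saturating agonist; some results beyond the cut were filed as inactive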
# S1P4 agonist – human S1P4 receptor agonism; activation, % at 4.98 µM; 220,000 compounds, 0.35% hits; O95977; AID 1509; S1P4-expressing cell line, agonist reporter assay; in the data active = activation above about 11%;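 also: 0% = DMSO vehicle and 100% = reference agonist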
# eIF4E 4G PPI – inhibitors of eIF4E and eIF4G interaction in translation initiation. inhibition, % at 21.7 µM. AID 782. P63073+Q04637. 220,000 compounds, 0.37% hits. TR-FRET eIF4E-eIF4GI(517-606) binding, 2 h;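 active = inhibition above about 30%, limit read from the data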;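 also: 0% = full FRET control wells and 100% = background wells lacking eIF4GI fragment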
# PERK inhibitor – blocks human PERK kinase; inhibition, % at 5.6 µM; CHO PERK-DD fusion, SEAP luminescence translation reporter; Q9NZJ5; 220,000 compounds, 0.17% hits; AID 1416;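 active = inhibition above the mean inhibition of all tested compounds plus 3 SD, set separately per screening campaign, cut at about 2.9% in these data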;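 also: PERK kinase domain activated by AP20187 dimerizer at 100 nM; 0% = DMSO with dimerizer and 100% = rapamycin at 8.4 µM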
# Target sequence (Q9NZJ5 whole entry, looked up, the tested form may be a part): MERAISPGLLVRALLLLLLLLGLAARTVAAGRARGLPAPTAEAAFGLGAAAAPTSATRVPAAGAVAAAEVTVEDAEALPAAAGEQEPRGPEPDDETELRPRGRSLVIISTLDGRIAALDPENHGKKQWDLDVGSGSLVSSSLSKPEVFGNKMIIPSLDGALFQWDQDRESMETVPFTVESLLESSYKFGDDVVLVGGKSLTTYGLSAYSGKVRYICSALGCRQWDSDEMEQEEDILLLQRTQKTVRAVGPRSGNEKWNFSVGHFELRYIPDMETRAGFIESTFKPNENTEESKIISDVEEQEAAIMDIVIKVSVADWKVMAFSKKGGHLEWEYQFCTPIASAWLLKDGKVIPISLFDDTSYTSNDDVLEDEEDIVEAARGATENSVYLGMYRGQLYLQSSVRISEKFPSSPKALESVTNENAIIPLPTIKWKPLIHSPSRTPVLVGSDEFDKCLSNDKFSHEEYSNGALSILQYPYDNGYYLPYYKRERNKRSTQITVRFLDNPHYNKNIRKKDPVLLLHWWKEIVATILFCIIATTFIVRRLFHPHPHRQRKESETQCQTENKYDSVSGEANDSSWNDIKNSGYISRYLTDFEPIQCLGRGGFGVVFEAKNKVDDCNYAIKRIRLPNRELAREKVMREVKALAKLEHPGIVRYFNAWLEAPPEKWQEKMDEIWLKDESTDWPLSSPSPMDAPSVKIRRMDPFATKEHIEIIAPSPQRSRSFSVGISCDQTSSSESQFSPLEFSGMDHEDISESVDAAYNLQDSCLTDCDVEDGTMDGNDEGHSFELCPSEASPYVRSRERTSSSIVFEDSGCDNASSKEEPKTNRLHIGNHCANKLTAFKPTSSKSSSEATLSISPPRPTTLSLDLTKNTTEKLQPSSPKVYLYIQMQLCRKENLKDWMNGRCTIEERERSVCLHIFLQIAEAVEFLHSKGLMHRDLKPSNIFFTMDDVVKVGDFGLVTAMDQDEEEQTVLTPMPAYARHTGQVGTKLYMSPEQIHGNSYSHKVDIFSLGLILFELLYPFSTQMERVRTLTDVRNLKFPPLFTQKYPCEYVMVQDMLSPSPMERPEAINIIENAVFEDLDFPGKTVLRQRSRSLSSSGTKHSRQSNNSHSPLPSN
# * hit, by the source's call; · = no result given; [ ] = another dose, or the depositor's remark.
SMILES,Wee1 stabilizer,Ba/F3 V617F tox,BaF3 tox,MDM2 E3 inh,S1P4 antagonist,NPY-Y2 PAM-ag,S1P4 agonist,eIF4E 4G PPI,PERK inhibitor
CCOC(=O)N1CCN(C(=O)C2CCCN(S(=O)(=O)c3cccnc3)C2)CC1 (stereo not drawn),0,1,-3,-17,-8,9,-0.8,0,-0.7
Cc1sc2ncnc(SCC(=O)N(C)C3CCS(=O)(=O)C3)c2c1C (stereo not drawn),-6,1,2,-11,-4,8,1.2,1,-0.4
Cc1ccc(N(C(C)C(=O)N2CCCCC2)S(C)(=O)=O)cc1C (stereo not drawn),-1,-2,1,-7,4,-8,1.0,1,0.1
CN(C)S(=O)(=O)c1ccc(C(=O)OCc2ccc([N+](=O)[O-])cc2)cc1,-4,-3,3,-4,-27,14,0.8,0,1.2
O=C(Nc1nc2cc3c(cc2s1)OCO3)c1ccc(N2C(=O)CCC2=O)cc1,-1,-4,-3,-4,-6,-3,0.7,-9,-0.3
COc1cc(/C=N/OCC(=O)NC2CCS(=O)(=O)C2)ccc1OC(F)F (stereo not drawn),1,0,4,-14,-10,-3,1.2,-3,0.4
Cc1ccccc1C(=O)OCc1nnc(-c2ccc(Cl)cc2)o1,-4,3,7,-3,-7,-14,1.1,0,-0.3
O=C(C1=C[C@H](c2coc3ccccc3c2=O)C[C@H](OCCCCO)O1)N1CCN(Cc2ccc3c(c2)OCO3)CC1,-1,0,1,·,8,-7,0.2,-2,0.7
COC(=O)CN1C2(C#N)CCCCC2CC2CCCCC21C#N (stereo not drawn),-1,1,6,-7,-14,-2,-1.2,12,0.8
CN1CCN(C(=O)c2cc3sc4ccccc4c3s2)CC1,14*,0,-3,-21,-9,4,-0.9,2,0.5
COc1ccc(NS(=O)(=O)CC(C)C)c(OC)c1,-1,0,3,-5,-8,-3,0.7,2[fluorescence artefact?],1.1
C=CCNC(=S)N1CCN(CCN=CC2=C(O)CC(c3cccs3)CC2=O)CC1 (stereo not drawn),-1,-3,4,-6,-19,13,1.3,-7,-0.5
CCOC(=O)CC1=NS(=O)(=O)c2ccccc2N1,-2,-2,2,-19,-24,-4,0.3,-5[fluorescence artefact?],1.0
CCN(C(=O)CSc1nc2ccccc2n1CC)C1CCS(=O)(=O)C1 (stereo not drawn),0,-2,5,-3,-4,9,0.3,2,-0.2
CC(C)CNC(=O)c1cccc(NC(=O)c2ccc(Cl)c([N+](=O)[O-])c2)c1,-2,-5,-3,-5,-22,10,0.4,10,0.0
Cc1cc(N2CC(C(=O)NCc3cccs3)CC2=O)ccc1C(C)C (stereo not drawn),2,-2,2,·,15,-4,-0.6,8,0.4
COc1cccc(C2/C(=C(\O)c3ccc4c(c3)OCCO4)C(=O)C(=O)N2CCCN(C)C)c1OC (stereo not drawn),0,-2,4,·,-7,-5,38*,·,0.4
CSc1oc(-c2ccco2)nc1S(=O)(=O)c1ccc(Br)cc1,1,-2,4,-14,-2,-2,0.2,-1,-0.1
Cc1cc(C)n2nc(N)c(N=Nc3ccc4c(c3)OCO4)c2n1,-1,2,6,-5,-15,0,0.1,3,-1.3
COc1ccc(N2CC(C(=O)NCc3ccco3)CC2=O)cc1 (stereo not drawn),-1,-5,3,-21,-6,14,0.7,0,0.3
CCOC(=O)CC(=O)c1[nH]c(C)c(C(=O)OCC)c1C,-4,0,4,-26,-2,1,0.2,-4,0.2
Cn1nc(C(=O)Nc2nc3ccccc3[nH]2)c2ccccc2c1=O,5,-3,0,-15,-30,0,-1.1,0,-0.3
CCOC(=O)c1c(-c2ccc(C)o2)csc1NC(=O)CSc1ncn[nH]1,1,-4,1,-13,-14,-20,0.9,3,0.3
CCOC(=O)CCC(=O)NNC(=O)c1ccc(NC(=O)c2ccccc2)cc1,0,4,9,-2,-1,-13,0.1,0,0.3
Cc1ccc(S(=O)(=O)NCCCNC(=O)c2ccccc2)cc1,-3,2,3,-13,-6,5,1.1,-5,1.3
CCn1c(C(=O)OC)cc2c1ccn2-c1ccc(F)cc1,2,-2,0,-19,-4,3,-2.2,-4,-0.1
COCCn1c(SC)nnc1-c1c[nH]c2ccccc12,0,0,8,-11,-17,1,0.4,1,1.1
COc1cc2c(cc1NS(=O)(=O)N1CCCCC1)oc1ccccc12,-1,0,1,-2,8,4,-0.3,-6,0.6
O=C(Nc1cc(-c2nn(CC(=O)N3CCCCC3)c(=O)c3ccccc23)ccc1N1CCOCC1)c1ccc(Cl)cc1,7,4,4,-7,-23,-2,0.4,-9,-0.2
O=C(Cc1cccs1)Nc1ccccn1,-1,-2,6,-28,5,7,1.8,4,0.6
CCC(Oc1ccc2c(=O)c(-c3ccccc3OC)coc2c1)C(=O)OCc1ccccc1 (stereo not drawn),1,-5,0,·,-8,-18,0.8,6,-0.1
C/C(CC(=O)Nc1ccc(Cl)cc1Cl)=N\NC(=O)c1ccncc1,2,-4,-10,-17,-13,-28,0.7,-5,3.1*
COc1cc(C)c(NC(=S)Nc2cccc(Cl)c2C)cc1OC,0,-5,-4,-7,-7,-4,0.8,-1,-0.1
O=C(Cc1ccc(F)cc1)N/N=C/c1ccccn1,-1,0,4,0,-16,1,0.2,0,1.6
Cc1noc(C)c1S(=O)(=O)N(CC(=O)N1CCn2c1nc1ccccc12)c1ccc(C(C)C)cc1,-1,-2,4,-6,-21,-5,-0.7,-4,1.1
O=c1[nH]cnc2c1ncn2Cc1ccc([N+](=O)[O-])cc1,-1,2,-1,-3,-2,-3,0.1,0,-1.1
CC(=O)c1ccc(NS(=O)(=O)c2ccc(N/C=C/C(=O)c3ccc(F)cc3)cc2)cc1,8,-3,0,·,2,6,0.1,-7,0.0
CC(C)Oc1ccc(C(CC(=O)O)NC(=O)C(Sc2ccccc2)c2ccccc2)cc1 (stereo not drawn),0,0,6,-4,-17,-4,1.8,1,0.8
CCOC(=O)NC(=O)/C(C#N)=C\c1ccccc1,7,2,6,8,-23,10,1.5,-1,0.3
CN(NS(=O)(=O)c1ccccc1)c1nc2ccccc2nc1C(F)(F)F,2,-2,0,-16,-12,-6,2.2,-3,-0.7

# Sorted by value in S1P4 agonist (largest number first): some entries from above.
SMILES	Wee1 stabilizer	S1P4 antagonist	NPY-Y2 PAM-ag	S1P4 agonist	eIF4E 4G PPI	PERK inhibitor
CN(NS(=O)(=O)c1ccccc1)c1nc2ccccc2nc1C(F)(F)F	2	-12	-6	2.2	-3	-0.7
O=c1[nH]cnc2c1ncn2Cc1ccc([N+](=O)[O-])cc1	-1	-2	-3	0.1	0	-1.1
COc1cc2c(cc1NS(=O)(=O)N1CCCCC1)oc1ccccc12	-1	8	4	-0.3	-6	0.6

# Other entries follow:
SMILES,Wee1 stabilizer,Ba/F3 V617F tox,BaF3 tox,MDM2 E3 inh,S1P4 antagonist,NPY-Y2 PAM-ag,S1P4 agonist,eIF4E 4G PPI,PERK inhibitor
Cc1cc(OC(C(=O)O)c2ccccc2)c2c(C)c(Cc3ccccc3)c(=O)oc2c1 (stereo not drawn),-3,-5,-7,·,3,0,0.3,4,0.1
CNC(=S)NC(CC(=O)OC)c1ccc2c(c1)OCO2 (stereo not drawn),3,-1,5,-12,1,1,0.6,-1,1.1
COC(=O)C1=C(C)Nc2ncnn2C1c1cccnc1 (stereo not drawn),1,-5,-1,-3,-24,1,-0.5,-7,0.6
O=C(Cn1c2ccccc2c2nc3n(c(=O)c21)CCS3)Nc1ccccc1C(F)(F)F,3,0,3,0,-8,9,-0.6,6,-0.2
CCOC(=O)c1cc(-c2ccccc2)n(CCC(=O)NC(C)CC)c1C (stereo not drawn),-2,-2,6,3,-17,-11,-0.8,3,-0.2
COc1cc(C)ccc1NC(=O)c1ccc(S(=O)(=O)N2CCOCC2)cc1,-1,0,4,-18,3,-10,1.2,-2,-0.6
O=C1CCCC/C1=C/NCc1ccccc1,-3,-2,-1,-13,-19,7,0.0,2,0.3
CCOC(=O)c1oc2ccc(Br)cc2c1CSc1nnc(C)s1,0,0,4,4,9,-1,0.8,-3,-1.2
CCN(CC)c1ccc(C=C2C(=O)OC(c3ccccc3)OC2=O)cc1 (stereo not drawn),4,-1,3,-17,4,14,-1.0,-4,-0.2
Cc1occc1-c1nnc(SCC(=O)Nc2ccccc2)n1CCc1ccccc1,2,-4,2,-12,-17,12,-3.9,-12,0.2
CCCCCCc1nc2ccccc2c(=O)n1NC(=O)c1c(O)c2c(n(CC(C)C)c1=O)CCCC2,0,4,6,0,3,-5,0.5,10,-0.1
COc1ccc(S(=O)(=O)N2CCN(c3ccccc3)CC2)cc1,-1,2,7,-7,4,-22,0.0,-2,1.3
COc1ccccc1N1CCN(CCc2n[nH]c(=S)n2-c2ccccc2)CC1,-1,2,2,-12,-26,2,-1.7,8,-0.1
CCOC(=O)c1cnn(-c2nc(SC)nc3sc4c(c23)CCCC4)c1N,-2,-4,1,-13,-6,-24,-0.3,7,-2.1
Cc1ccc(CN2CCN(Cc3ccc(C)s3)CC2CCO)cc1 (stereo not drawn),5,-7,-1,-2,-3,4,1.5,1,-0.3
CCO[C@H]1OC(C(N)=O)=C[C@@H](c2ccc(Br)cc2)[C@@H]1CCCO,-4,-2,1,·,3,20,-0.9,0,0.2
CC(C)c1onc(C(=O)Nc2cccnc2Cl)c1[N+](=O)[O-],-3,2,4,-23,11,0,0.4,-1,1.3
Cc1cc2ncc(S(C)(=O)=O)c(N)n2n1,-2,0,5,-2,4,1,0.0,-3,0.3
CCC(C)C(NC=C1C(=O)OC(C)(C)OC1=O)C(=O)O (stereo not drawn),0,-4,2,-30,-6,-8,2.5,1,0.1
CCC1(CC)C(=O)NC(=O)NC1=Nc1ccccc1,3,-3,0,8,-20,13,0.7,21[fluorescence artefact?],1.1
COc1cc(NC(C)=O)c2ncccc2c1[N+](=O)[O-],-1,-4,-1,0,6,3,0.6,3[fluorescence artefact?],0.6
CN1CCc2nc(NC(=O)COc3ccc(C#N)cc3)sc2C1,-1,4,9,-7,-5,-10,1.9,-2,-0.5
COc1ccc(NC(=S)Nc2cccc(S(=O)(=O)N3CCCCC3)c2)cc1,3,-2,7,-7,-10,4,-0.4,-4,0.9
COc1cccc(/C=N/Nc2nn3cnnc3c3ccccc23)c1,-3,2,3,-9,-15,-5,-1.6,7,-2.0
CCCCCOCC(O)CCC(=O)NN (stereo not drawn),0,0,3,-16,14,-8,-0.2,8,0.1
Cc1c(C#N)c2ncnc(-c3ccccc3)c2n1-c1ccccc1,-1,-3,3,-2,-5,-41,-0.8,-4[fluorescence artefact?],0.3
Cc1c(Cl)c([N+](=O)[O-])nn1Cc1ccc(C(=O)N/N=C\c2ccccn2)o1,2,0,6,4,-7,5,1.4,9,-1.0
CCOc1ccccc1OCC(=O)Nc1ccc(S(=O)(=O)Nc2ncccn2)cc1,-1,-2,1,-3,1,5,-2.1,5,0.7
O=C(CSc1nnc(-c2ccncc2)n1CCc1ccccc1)NCc1ccccc1,2,-2,4,-2,-1,-10,2.2,1[fluorescence artefact?],-0.2
Cn1c(SCc2ccccc2Cl)nc2ccccc21,-1,-1,3,-10,-7,-9,1.0,0,-0.2
